# Compound activity as filed in PubChem BioAssay.
# SR-BI uptake up – enhances SR-BI lipid uptake from DiI-HDL | activation, % at 12.5 µM | 0.096% of 320,000 active | CHO ldlA[mSR-BI] cells, DiI-HDL uptake fluorescence, 3 h; 100 = double the neutral-control signal;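 active means mean replicate activation of at least 60% and every replicate at or above 60%; inconclusive means mean or all-replicate condition met, but not both; inactive means mean below 60% and not all replicates reaching 60%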;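 further: 0% = median plate neutral-control signal and 100% = twice that signal; values of inactives mirror those of a sister screen read the other way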
#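 Test system: SR-BI-overexpressing, LDLR-lacking CHO cells; Medium: Ham's F12 with 0.5% BSA, HEPES 25 mM, pH 7.4; Schedule: 3 h, 37 °C; Technique: bottom-read fluorescence, 550/595 nm.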
# DAGLB inh – diacylglycerol lipase beta (human) inhibition. Q8NCG7. HEK293T DAGLB membrane lysate, EnzChek fluorogenic substrate. inhibition, % at 5.17 µM. 0.059% of 340,000 active; in the data active means inhibition above about 34%;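 further: 0% = enzyme with vehicle and 100% = wells lacking enzyme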
# PKA-R2B act – activators of human PKA-R2B complex; activation, % at 11.4 µM; 0.079% of 340,000 active; P22694+P31323; AID 504700; PKA-R2B holoenzyme dissociation, Cy5-IP20 fluorescence polarization; R2B truncated from residue 108, S112A mutant; 0% DMSO only, 100% 113 µM cGMP;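 active means activation above a cutoff set at the mean over all compounds plus 3 SD, cut at about 18% in these data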;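 further: higher means more holoenzyme dissociation and a rise in polarization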
# Target sequence (P31323 whole entry, looked up, other chains not shown, the tested form may be a part): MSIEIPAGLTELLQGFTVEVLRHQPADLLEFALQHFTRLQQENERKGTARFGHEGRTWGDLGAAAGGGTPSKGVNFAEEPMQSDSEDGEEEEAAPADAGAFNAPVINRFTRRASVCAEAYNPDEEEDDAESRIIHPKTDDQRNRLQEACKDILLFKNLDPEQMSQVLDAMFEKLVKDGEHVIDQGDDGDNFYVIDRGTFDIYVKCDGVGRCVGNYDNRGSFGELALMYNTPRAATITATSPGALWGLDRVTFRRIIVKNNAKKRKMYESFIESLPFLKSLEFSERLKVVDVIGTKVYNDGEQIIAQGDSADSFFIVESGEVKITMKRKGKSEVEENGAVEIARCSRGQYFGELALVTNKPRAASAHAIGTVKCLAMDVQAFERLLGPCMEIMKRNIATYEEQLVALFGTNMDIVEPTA
# RTF Ca sens inh – cardiac RTF calcium desensitization; P19429+P45379; IANBD-labeled cardiac RTF, Ca2+ fluorescence; inhibition, % at 7.15 µM; 0.12% of 340,000 active;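 active means inhibition above the mean inhibition of all tested compounds plus 3 SD, cut at about 17% in these data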;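 further: assay run at fixed EC70 calcium of 1.6 mM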
# NSD2 inh – NSD2 (human) methyltransferase inhibition. O96028. inhibition, % at 12.5 µM. NSD2 peptide methylation, AlphaScreen, 120 min. 0.54% of 310,000 active; in the data active means inhibition above about 50%
# PvdQ acylase – blocks Pseudomonas aeruginosa PvdQ acylase activity | AID 488965 | 0.063% of 340,000 active | inhibition, % at 10 µM | purified PvdQ acylase, fluorescence plate reader; in the data active means inhibition above about 30%, passing the limit was not always enough; inconclusive means no clear call, values can overlap the other calls;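 further: 0% = vehicle neutral wells and 100% = reference inhibitor wells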
# Arrestin-AP2 inh – human beta-arrestin and AP2 interaction inhibition. AID 504490. FITC-arrestin peptide / GST-AP2 beads, flow cytometry; AP2 beta2 appendage carries R879A mutation. 0.31% of 340,000 active. inhibition, % at 10 µM;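 active means inhibition above a set limit, near 3 SD of compounds lacking own fluorescence, cut at about 54% in these data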;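 further: plate controls were DMSO wells for no effect and 5 µM unlabelled arrestin peptide for full effect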
#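 System: GST-AP2 R879A bound to glutathione beads, E. coli-expressed. Also added: 50 nM FITC-arrestin peptide. Schedule: compound with beads 12 min RT, then probe 1 h RT. Signal: bead flow cytometry, FITC channel. Read-out basis: percent response.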
# SR-BI HDL uptake – blocks mouse SR-BI lipid uptake from DiI-HDL; inhibition, % at 12.5 µM; ldlA[mSR-BI] CHO cells, DiI-HDL uptake fluorescence, 3 h; 0.96% of 320,000 active; Q61009;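 active means mean replicate inhibition of at least 70% and a set share of replicates each scoring 70 or more; inconclusive means meets just one of the two criteria; inactive means fails both criteria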;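 further: 0% = median of neutral control wells and 100% = median of positive control wells; values of inactives mirror those of a sister screen read the other way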
# Keap1-Nrf2 PPI – disrupts human Keap1 binding to Nrf2 peptide | 0.15% of 340,000 active | AID 504523 | inhibition, % at 9.4 µM | Keap1 Kelch-Nrf2 peptide fluorescence polarization, 1536-well | Q14145; in the data active means inhibition above about 12%; inconclusive means no clear call, values can overlap the other calls; inactive means below about 7.3%;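 further: human Keap1 Kelch domain with fluorescein labeled Nrf2 9mer peptide probe; 0% = neutral control wells and 100% = peptide positive control; higher means more block of Keap1 binding to Nrf2 peptide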
# Target sequence (Q14145 whole entry, looked up, the tested form may be a part): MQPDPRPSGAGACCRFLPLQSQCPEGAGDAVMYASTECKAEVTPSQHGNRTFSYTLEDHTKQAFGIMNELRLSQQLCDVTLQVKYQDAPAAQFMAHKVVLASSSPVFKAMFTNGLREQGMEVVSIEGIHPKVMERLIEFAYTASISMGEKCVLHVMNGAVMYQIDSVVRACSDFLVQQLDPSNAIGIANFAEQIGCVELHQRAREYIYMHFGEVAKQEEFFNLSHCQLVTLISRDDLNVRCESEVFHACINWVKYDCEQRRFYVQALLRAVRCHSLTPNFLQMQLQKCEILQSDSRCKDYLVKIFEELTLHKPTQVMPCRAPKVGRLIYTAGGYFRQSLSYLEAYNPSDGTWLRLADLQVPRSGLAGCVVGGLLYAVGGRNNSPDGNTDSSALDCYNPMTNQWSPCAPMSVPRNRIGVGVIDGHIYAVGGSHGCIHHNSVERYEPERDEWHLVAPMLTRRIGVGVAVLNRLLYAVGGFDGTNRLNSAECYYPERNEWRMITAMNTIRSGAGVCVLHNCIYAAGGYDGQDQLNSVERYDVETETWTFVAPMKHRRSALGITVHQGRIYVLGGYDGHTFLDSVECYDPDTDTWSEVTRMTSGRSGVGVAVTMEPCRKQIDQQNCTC
# C-LANA FP – blocks KSHV LANA C-terminal domain binding to DNA; MBP-C-LANA/FAM-LBS DNA binding, fluorescence polarization; inhibition, % at 9 µM; 0.078% of 340,000 active;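 active means highest replicate inhibition at or above 60% at 9 µM, even if other replicates fall short; inactive means all replicates below 60% inhibition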;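 further: 0% = neutral control wells and 100% = 4 µM acridine orange control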
# An asterisk follows results filed as active; ? = inconclusive; . = not tested or not shown.
SMILES,SR-BI uptake up,DAGLB inh,PKA-R2B act,RTF Ca sens inh,NSD2 inh,PvdQ acylase,Arrestin-AP2 inh,SR-BI HDL uptake,Keap1-Nrf2 PPI,C-LANA FP
Cc1nnc(NC(=O)CCC(=O)N2CCN(S(=O)(=O)c3cc([N+](=O)[O-])ccc3C)CC2)s1,?,-2.4,2.0,-1.5,-1.7,-5.6,4.3,-228.1,1.5,0.7
Fc1ccc(-c2csc3ncnc(Nc4ccc(N5CCOCC5)cc4)c23)cc1,-65.2,-5.2,-8.4,-0.4,4.3,5.6,21.0,65.2,-0.5,0.2
CCOc1ccccc1OCCCC(=O)Nc1sccc1C(N)=O,-7.4,-1.8,2.2,1.8,-0.7,-15.0,-7.0,7.4,-2.8,3.2
CN(C(=O)c1cccs1)c1ccccc1C(=O)O,14.9,-2.0,-4.8,1.1,2.4,-2.0,32.4,-14.9,-3.1,-1.5
Cc1ccc(C(=O)NCCc2nnc3ccc(SCC(=O)NCc4ccc(F)cc4)nn23)cc1,-1.6,1.0,-1.4,0.1,.,-17.1,-8.2,1.6,-2.4,-0.7
COc1ccc(S(=O)(=O)N2CCCOC2CNC(=O)C(=O)NCCCN2CCOCC2)cc1C (centres undefined),2.8,0.0,-0.9,-6.9,-2.5,-6.1,1.1,-2.8,-1.9,-0.3
Nc1nc(N)c(Br)c(Nc2ccc(Cl)c(Cl)c2)n1,-54.6,3.5,3.6,7.8,-1.2,-0.4,-2.2,54.6,-6.4,1.0
Cc1ccc(C(=O)NCCCn2ccnc2)cn1,15.1,-3.4,13.7,-30.8,-4.3,4.0,20.1,-15.1,1.2,-0.5
CC(C)c1ccccc1NC(=O)CNC(C)c1ccc(F)cc1 (centres undefined),7.2,.,.,.,1.1,1.0,36.4,-7.2,2.6,-0.9
COC(=O)c1c(C(=O)OC)c(C)n(Cc2ccco2)c1C,22.8,1.9,-5.3,-4.9,-5.9,6.6,19.0,-22.8,-4.4,1.0
CCOC(=O)c1c(NC(=O)Cn2c(=O)oc3ccccc32)oc(C)c1C(C)=O,-18.2,-1.9,-5.5,-5.2,-0.8,6.8,0.9,18.2,-3.4,-4.0
COc1cc(OC)cc(-c2oc3cccnc3c2C#CCCO)c1,-29.4,-11.2,-3.4,-6.1,.,6.5,9.7,29.4,-4.6,0.1
CCCn1c(=O)c2sccc2n2c(CCCC(=O)NC3CCN(Cc4ccccc4)CC3)nnc12,16.5,-0.2,-3.2,8.5,.,5.1,28.0,-16.5,-2.3,0.1
Cc1c(CC(C)C)nc(N)c(C#N)c1-c1ccccc1,4.8,-13.2,-8.9,-0.7,-2.8,-5.2,-3.1,-4.8,3.2,-10.3
O=c1cc(-c2cccc([N+](=O)[O-])c2)[nH][nH]1,21.7,7.6,-3.5,11.8,18.0,6.2,34.0,-21.7,-0.2,-0.4
CC12CCC(=O)N1C(C(=O)OCC(=O)Nc1sccc1C#N)CS2 (centres undefined),15.5,1.1,-1.5,-8.5,-1.1,-10.1,-6.2,-15.5,5.2,6.5
NC(=O)NOCc1ccc(Cl)cc1Cl,-2.6,1.1,-0.9,-2.8,-1.2,-5.9,-5.8,2.6,-4.0,0.0
CC(C)Cc1nc(Cl)c(C#N)c2c1CCC2,-2.9,-9.0,-0.6,-5.7,1.0,-17.4,2.8,2.9,-1.3,1.9
C=CCOc1c(Br)cc(/C=N/Nc2ccc(C(=O)O)cc2)cc1OCC,-6.9,5.0,-16.7,6.4,12.3,0.6,11.1,6.9,-6.3,0.4
CCOc1ccccc1CN1C(=O)c2ccccc2C1C(=O)NC(C)CC (centres undefined),5.6,2.0,-1.8,-18.1,-7.6,-14.1,7.8,-5.6,2.8,0.0
CCOc1cc(C(=O)Nc2ccc(S(=O)(=O)NC3=NCCCCC3)cc2)cc(Br)c1OC,-58.7,0.9,-0.6,-39.5,21.4,-15.7,-3.9,58.7,-3.9,-0.9
O=[N+]([O-])c1ccc(Cl)c(/C=N/n2c(C3CCCCC3)n[nH]c2=S)c1,5.8,0.3,8.6,-10.2,-0.4,-14.2,0.5,-5.8,-1.5,1.1
CC(C)N(CCCNC(=O)c1nn(C)c2c1CS(=O)(=O)c1ccccc1-2)Cc1ccccc1,1.6,4.9,-0.7,-11.4,3.5,-18.2,39.2,-1.6,-2.7,-0.7
CC(CCc1ccccc1)NC(=O)C1CCCN(C(=O)c2cc3sccc3n2C)C1 (centres undefined),-79.6,1.7,-3.4,-7.1,1.4,-2.2,5.4,79.6*,-2.2,-1.7
COc1ccccc1-c1ccc(=O)n(CC(=O)NC2CCc3ccccc32)n1 (centres undefined),-3.6,0.5,1.8,-2.9,0.6,-14.6,-6.1,3.6,-2.7,-0.5

# In a second layout: results already given
# Each structure is followed by: SR-BI uptake up	DAGLB inh	PKA-R2B act	RTF Ca sens inh	NSD2 inh	PvdQ acylase	Arrestin-AP2 inh	SR-BI HDL uptake	Keap1-Nrf2 PPI	C-LANA FP
CC(C)Cc1nc(Cl)c(C#N)c2c1CCC2
→ -2.9	-9.0	-0.6	-5.7	1.0	-17.4	2.8	2.9	-1.3	1.9
C=CCOc1c(Br)cc(/C=N/Nc2ccc(C(=O)O)cc2)cc1OCC
→ -6.9	5.0	-16.7	6.4	12.3	0.6	11.1	6.9	-6.3	0.4
CCOc1ccccc1CN1C(=O)c2ccccc2C1C(=O)NC(C)CC (centres undefined)
→ 5.6	2.0	-1.8	-18.1	-7.6	-14.1	7.8	-5.6	2.8	0.0
CCOc1cc(C(=O)Nc2ccc(S(=O)(=O)NC3=NCCCCC3)cc2)cc(Br)c1OC
→ -58.7	0.9	-0.6	-39.5	21.4	-15.7	-3.9	58.7	-3.9	-0.9

# Other structures.
SMILES,SR-BI uptake up,DAGLB inh,PKA-R2B act,RTF Ca sens inh,NSD2 inh,PvdQ acylase,Arrestin-AP2 inh,SR-BI HDL uptake,Keap1-Nrf2 PPI,C-LANA FP
CP(=O)(COC(=O)c1ccccc1)COC(=O)c1ccccc1,1.5,0.0,1.3,2.2,0.2,-7.1,-6.8,-1.5,-3.9,0.1
CC(=O)c1ccc(Nc2cnn(C34CC5CC(CC(CC(=O)O)(C5)C3)C4)c(=O)c2Cl)cc1,2.2,-0.4,-8.3,4.7,-1.4,4.4,17.7,-2.2,-2.2,0.2
Cc1cc(C)c(OCC(=O)OC(C)C(=O)N2CCc3ccccc32)c(C)c1 (centres undefined),10.3,-3.4,0.6,-16.3,-6.2,0.6,19.2,-10.3,-2.4,-0.8
CCOc1ccc2oc(C(=O)NCc3ccccc3CN3CCCC3)c(C)c2c1,-32.6,-2.5,5.8,4.5,4.0,-7.3,1.2,32.6,2.0,-2.7
O=C1c2cccnc2C(O)N1Cc1ccco1 (centres undefined),19.3,-0.6,-0.3,-11.8,-5.7,-17.4,9.4,-19.3,-1.1,0.7
O=S(=O)(Nc1ccc2cn[nH]c2c1)c1ccccc1,15.2,1.6,-6.7,-2.8,-1.7,-4.8,-6.6,-15.2,-5.0,-1.8
CCOC(=O)c1sc(NC(=O)c2ccncc2)nc1C,19.1,2.1,-6.7,-9.0,2.2,5.5,3.8,-19.1,3.2,-2.8
COC(C(=O)Nc1cc([N+](=O)[O-])ccc1C)c1ccccc1 (centres undefined),10.9,1.5,1.5,2.4,1.0,-6.0,-7.1,-10.9,-7.8,-0.9
Cn1c(SCC(=O)NCc2ccc(F)cc2)nc2ccccc21,22.4,0.8,-6.8,-8.0,-0.2,-5.0,-0.9,-22.4,-1.1,0.4
CCc1ccc(N(CC(=O)NCCc2ccccc2)C(=O)CCC(=O)Nc2ccccn2)cc1,7.0,1.4,-8.5,-5.3,-4.5,13.1,-0.3,-7.0,-3.9,-1.0
COC(=O)C(Cc1ccccc1)NC(=O)CCNC(=O)c1ccco1 (centres undefined),.,-1.1,-6.3,2.5,-4.6,3.9,25.7,.,7.4,-1.4
Cc1ncsc1C(=O)Nc1nc2c(s1)CC(C)CC2 (centres undefined),-51.8,-2.1,-2.7,-3.4,-0.4,0.7,6.0,51.8,0.4,-1.0
COc1cc(C)nc(N2CCCC(C(=O)Nc3cc(Cl)ccc3OC)C2)n1 (centres undefined),-45.0,-3.1,2.0,0.1,-4.8,12.1,-3.6,45.0,-8.5,-2.1
CN(CC(=O)Nc1ccccc1Cl)C(=O)COC(=O)Cc1ccc(F)cc1,4.0,4.1,-6.1,5.2,.,-16.6,-13.5,-4.0,-4.6,-0.4
O=[N+]([O-])c1cccc(C2=NCCC(c3ccccc3)O2)c1 (centres undefined),9.9,0.5,-4.3,5.0,.,16.9,-0.9,-9.9,-2.7,-2.6
O=C(NCCN1CCOCC1)c1cc(-c2cccs2)nc2ccccc12,-11.6,2.7,-2.6,-7.2,-0.2,-1.9,17.9,11.6,2.4,1.0
COc1ccc(O)c(/C=N/N=C/c2cccc([N+](=O)[O-])c2)c1,-29.3,-4.3,2.1,-4.7,-6.8,-11.2,-8.4,29.3,-0.8,-0.6
O=C(NCc1cccnc1)c1ccc(-c2cc3ccccc3oc2=O)cc1,-36.2,0.5,-3.8,-11.3,3.4,-2.4,2.5,36.2,-3.0,1.4

# Limited to Keap1-Nrf2 PPI and SR-BI HDL uptake, for some of the entries so far:
SMILES,Keap1-Nrf2 PPI,SR-BI HDL uptake
COc1ccc(S(=O)(=O)N2CCCOC2CNC(=O)C(=O)NCCCN2CCOCC2)cc1C (centres undefined),-1.9,-2.8
Nc1nc(N)c(Br)c(Nc2ccc(Cl)c(Cl)c2)n1,-6.4,54.6
Cc1ccc(C(=O)NCCCn2ccnc2)cn1,1.2,-15.1
CC(C)c1ccccc1NC(=O)CNC(C)c1ccc(F)cc1 (centres undefined),2.6,-7.2
COC(=O)c1c(C(=O)OC)c(C)n(Cc2ccco2)c1C,-4.4,-22.8
